ERp5 inh – blocks human ERp5 reductase activity on insulin | Q15084 | ERp5 insulin aggregation, absorbance 650 nm, 90 min | inhibition, % at 9.99 µM | 350,000 tested, 0.05% active | AID 651711;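 active means mean replicate inhibition above about 25%, with every replicate also reaching it, limit read from the data, passing the limit was not always enough; inconclusive means only one of those two criteria met; inactive means neither criterion met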
Target sequence (Q15084 whole entry, looked up): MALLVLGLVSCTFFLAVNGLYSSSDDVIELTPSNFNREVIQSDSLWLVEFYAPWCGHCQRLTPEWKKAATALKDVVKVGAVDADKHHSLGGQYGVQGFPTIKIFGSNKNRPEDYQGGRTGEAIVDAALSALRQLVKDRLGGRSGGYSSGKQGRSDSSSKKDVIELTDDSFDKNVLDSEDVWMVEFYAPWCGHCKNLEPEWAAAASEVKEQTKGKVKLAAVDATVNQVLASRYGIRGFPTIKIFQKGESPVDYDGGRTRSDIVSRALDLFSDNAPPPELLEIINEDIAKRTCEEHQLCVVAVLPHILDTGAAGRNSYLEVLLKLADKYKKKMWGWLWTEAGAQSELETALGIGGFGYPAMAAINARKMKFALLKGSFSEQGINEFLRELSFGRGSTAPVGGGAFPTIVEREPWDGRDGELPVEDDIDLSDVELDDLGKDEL
Casp6 inh – caspase-6 (human) enzyme inhibition. P55212. purified caspase-6, Z-VEID-R110 cleavage fluorescence. inhibition, % at 12.5 µM. 350,000 tested, 0.53% active;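 active means mean inhibition across replicates at least about 35%, with every replicate also reaching that limit, limit read from the data; inconclusive means only one of the two criteria met; inactive means neither criterion met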;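 further: 0% = median of neutral control wells and 100% = no fluorescence left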
Target sequence (P55212 24-179 limits assumed): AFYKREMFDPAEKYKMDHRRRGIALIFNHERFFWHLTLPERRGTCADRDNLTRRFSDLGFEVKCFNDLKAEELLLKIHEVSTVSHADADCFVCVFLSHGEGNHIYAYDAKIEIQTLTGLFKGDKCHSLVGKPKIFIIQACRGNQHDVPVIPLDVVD
Target sequence (P55212 194-293 limits assumed): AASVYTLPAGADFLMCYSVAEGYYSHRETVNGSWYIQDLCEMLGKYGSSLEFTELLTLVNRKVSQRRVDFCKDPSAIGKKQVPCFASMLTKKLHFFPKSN
F508del corr – CFTR F508del correction in bronchial cells; CFBE cells, YFP halide quenching; stimulated with forskolin plus potentiator P3; % fluorescence drop versus neutral controls; activity (quench increase), % at 7.58 µM; 350,000 tested, 0.36% active;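 active means mean added fluorescence quench of at least 8% versus neutral control, with both replicates also reaching 8%; inconclusive means only one of the mean or replicate conditions met; inactive means mean below 8% and not both replicates reaching 8%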;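 further: cells transiently co-express mutant CFTR-F508del with the halide-sensitive YFP; corrector assay measuring rescue of mutant channel to the surface after 24 h compound exposure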
ERAP1 HTS inh – inhibitors of human ERAP1 aminopeptidase. 340,000 tested, 0.15% active. inhibition, % at 10.7 µM. recombinant ERAP1, Leu-AMC fluorescence, 60 min;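 active means mean replicate inhibition of at least 30%, or all replicates individually reaching that 30% level; inactive means mean below 30% and not every replicate reaching it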;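 further: 0% = neutral control wells and 100% = L-leucinethiol positive control wells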
miR122 inh – inhibitors of miR-122 in Huh7 cells; AID 602342; 340,000 tested, 0.3% active; activation (reporter increase), % at 12.5 µM; Huh7 miR-122 Renilla luciferase sensor, 48 h; neutral wells = 0, positive control = 100;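 active means mean replicate activation score at least 90 and every replicate individually at or above 90; inconclusive means only one of the two criteria met; inactive means neither criterion met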;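 further: higher luciferase means less miR-122 activity so hits act as miR-122 inhibitors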
SIRT5 block – blocks human SIRT5 desuccinylation of peptide; Q9NXA8; Purified SirT5, succinyl-peptide AMC, trypsin-coupled fluorescence; inhibition, % at 15 µM; 330,000 tested, 1.1% active; AID 652115; in the data active means inhibition above about 15%; inconclusive means no clear call, values can overlap the other calls
Target sequence (Q9NXA8 whole entry, looked up): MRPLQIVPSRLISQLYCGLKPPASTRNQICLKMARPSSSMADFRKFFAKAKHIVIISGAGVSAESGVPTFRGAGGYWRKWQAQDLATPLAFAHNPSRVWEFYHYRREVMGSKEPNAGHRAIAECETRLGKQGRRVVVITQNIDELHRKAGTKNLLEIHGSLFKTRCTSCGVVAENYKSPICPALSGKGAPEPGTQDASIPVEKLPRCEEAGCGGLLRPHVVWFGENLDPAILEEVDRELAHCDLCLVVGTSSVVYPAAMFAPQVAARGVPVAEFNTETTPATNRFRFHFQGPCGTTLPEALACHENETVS
DENV2 CPE rescue – protects cells from dengue virus 2 cytopathic effect; 350,000 tested, 1.7% active; DENV2-infected cells, cytopathic effect rescue, plate reader; AID 651640; CPE inhibition, % at 9.99 µM; in the data active means CPE inhibition above about 20%, passing the limit was not always enough; inconclusive means no clear call, values can overlap the other calls; tested in BHK-21 cells;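 further: 0% = median of neutral control wells and 100% = median of positive control wells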
Numbers without * were called inactive; ? = inconclusive; / = no result given; [ ] = another dose, or the depositor's remark. Outcome played no part in choosing rows, and some 4% of all compounds hit somewhere here.

SMILES	ERp5 inh	Casp6 inh	F508del corr	ERAP1 HTS inh	miR122 inh	SIRT5 block	DENV2 CPE rescue
O=C(N/N=C/C1CC2C=CC1C2)c1ccccc1O (configuration not stated)	-2	/	1.5	0	-3	1	-5
COC(=O)CSc1cccc2c1C(=O)CC2c1ccccc1 (configuration not stated)	-2	0	3.8	3	-1	-5	0
COc1ccc2c3c(n(C)c2c1)[C@@H](CO)N(C(=O)Cc1ccccn1)CC31CN(CC2CCOCC2)C1	6	1	-1.1	6	/	/	-2
C[C@H](CO)N1C[C@H](C)[C@@H](CN(C)C(=O)Cc2cccnc2)Oc2ncc(C3=CCCCC3)cc2C1=O	-3	4	5.7	4	-1[16.7 µM]	-3	5
O=C(CN1CCN(c2ccccc2F)CC1)NC(=O)NCc1ccccc1	1	0	-0.5	0	/	-6	0
OCCNc1nc(NCc2ccccc2)c2ccccc2n1	0	-2	-3.7	0	0	-6	-8
O=C(NCc1cccc(Cl)c1)c1cccc2c(-c3cccnc3)coc12	-1	13	-3.0	1	-1	/	-7
CCn1cc(S(=O)(=O)NCc2ccc(OC)cc2)cn1	1	-6	-0.6	2	-6	2	-4
O=C(CC1CC1)N1CC(=O)N2[C@H](CO)[C@@H](c3ccc(C#Cc4cccc(F)c4)cc3)[C@@H]2C1	0	2	6.2	-2	/	-3	-4
CN(C)CCCNC(=O)C[C@H]1CC[C@@H](NS(=O)(=O)c2ccc(F)cc2)[C@@H](CO)O1	-2	0	-3.0	3	/	-2	1
CCOC(=O)c1c(S(=O)(=O)NC2CCN(C(=O)OCC)CC2)c(C)n(C)c1C	-1	-1	2.4	0	12	3	1
CSCCNCc1c(C(=O)N2CCOCC2)nc2c(C)cccn12	9	1	0.1	0	-1	-6	1
Cc1nn(C)cc1CN1CCC(n2nccc2NC(=O)CCCc2ccccc2)CC1	6	-5	0.5	0	-3	-1	-8
Cc1ccc(NC(=O)C2CCN(c3cnccn3)CC2)cc1	1	-2	-2.4	2	/	-3	7
COc1ccc(C(CCNCc2ccc(OC(C)C)cc2)c2ccccc2OC)cc1 (configuration not stated)	4	-4	-1.8	-2	-16	0	-1
CCN1C(=O)CS/C1=N\S(=O)(=O)c1ccccc1	0	-2	-0.1	/	5	-3	9
CC(=O)OC(COc1ccccc1)Cn1cnc2ccccc21 (configuration not stated)	-5	-2	-1.0	2	0	-4	-2
CN(C)C(CNC(=O)CNC(=O)c1ccc(Br)cc1)c1ccccc1 (configuration not stated)	0	-1	-1.5	-2	-3	-1	1
COc1cc(/C=C2/SC(=S)N(C)C2=O)ccc1OC(=O)c1ccco1	4	-1	/	6	/	-1	-3
COc1cccc(NC(=O)CN(C)S(=O)(=O)c2ccc3c(c2)NC(=O)CS3)c1	-4	5	0.6	7	3	-1	4
O=C(Cc1ccccn1)N1CC(=O)N2[C@@H](CO)[C@H](c3ccc(-c4ccccc4)cc3)[C@@H]2C1	4	0	-1.2	1	/	1	6
COc1cccc(C(C(=O)NC(C)(C)C)N(Cc2ccc(F)cc2)C(=O)CCC(=O)Nc2cc(C)on2)c1OC (configuration not stated)	-1	-3	2.2	-1	-3	1	-3
COc1cc(/C=C2\SC(=O)NC2=O)ccc1Oc1cnccn1	1	4	/	2	-7	2	-8
O=C(NC1CC2CCCC(C1)N2C(=O)Nc1ccccc1F)C1CC1 (configuration not stated)	2	1	-0.4	-2	0	-1	3
C/C(=N\NC(=O)c1ccccc1Br)c1ccc(N2CCOCC2)cc1	1	2	1.1	6	/	0	8
COc1ccc(CNC(=O)C(C)Sc2ccc(C)cc2)cc1 (configuration not stated)	1	1	-1.2	12	-5	-1	3
Cc1cccnc1NC1(C(F)(F)F)N=C2SCCN2C1=O (configuration not stated)	0	5	-1.6	-6	1	-7	4
CCOC(=O)CN(C(=O)c1snc(C(N)=O)c1N)C(C(=O)NC1CCCCC1)c1ccc(F)cc1 (configuration not stated)	-1	-2	1.4	0	4	0	-4
COC(=O)C(CC(C)C)N(Cc1ccc(Br)cc1)S(=O)(=O)CCl (configuration not stated)	7	1	0.9	/	/	/	20
CCNc1nc2cccnc2s1	0	1	0.8	-1	/	-7	0
O=C(Nc1ccccc1)C1CCCN1S(=O)(=O)c1cccs1 (configuration not stated)	5	3	-1.4	-3	-3	-4	-5
COc1cc(S(=O)(=O)NC2CCCCC2C)ccc1-n1cnnn1 (configuration not stated)	3	0	2.8	2	/	-6	-5
NC(=S)NN=C1c2ccccc2-c2cc(Br)ccc21	6	-1	2.7	0	/	-4	-7
O=C(NCc1nnc(SCc2ccc(C(F)(F)F)cc2)n1-c1ccccc1)C12CC3CC(CC(C3)C1)C2	-3	4	/	1	/	/	-10
CN(C(=O)[C@@H](Cc1ccccc1)NC(=O)[C@H]1O[C@@H](n2ccc(=O)[nH]c2=O)[C@H](O)[C@@H]1O)C1CCCCC1	3	-4	-1.0	-2	/	-2	-5
C#CCN(C[C@H]1[C@H](OC(=O)NCc2ccco2)[C@H](OC(=O)NCc2ccco2)C[C@H]2C(=O)N(c3ccccc3)C(=O)[C@@H]12)S(=O)(=O)c1ccc(C)cc1	-5	0	0.3	-4	-3	-7	-4

Next section (2 carried over from the part before).
SMILES	ERp5 inh	Casp6 inh	F508del corr	ERAP1 HTS inh	miR122 inh	SIRT5 block	DENV2 CPE rescue
CN(C(=O)[C@@H](Cc1ccccc1)NC(=O)[C@H]1O[C@@H](n2ccc(=O)[nH]c2=O)[C@H](O)[C@@H]1O)C1CCCCC1	3	-4	-1.0	-2	/	-2	-5
C#CCN(C[C@H]1[C@H](OC(=O)NCc2ccco2)[C@H](OC(=O)NCc2ccco2)C[C@H]2C(=O)N(c3ccccc3)C(=O)[C@@H]12)S(=O)(=O)c1ccc(C)cc1	-5	0	0.3	-4	-3	-7	-4
Cc1cccc(-c2ccc([C@H]3[C@@H](CO)N4CCCCN(Cc5ccncc5)C[C@@H]34)cc2)c1	-1	0	1.1	3	20[16.7 µM]	0	-8
O=C(CCCc1ccccc1)Nc1cccc(C(=O)O)c1	-9	-1	-0.6	-8	3	/	-2
O=C(O)CC1S/C(=N/N=C/c2ccc(Br)cc2)N(c2ccccc2)C1=O (configuration not stated)	-2	-1	-1.4	0	-1	1	-1
CC(C)c1cn(CC[C@@H]2CC[C@@H](NC(=O)C3CCCCC3)[C@H](CO)O2)nn1	-2	-3	-0.5	-1	/	2	1
Cc1nn(-c2ccccc2)c2sc(C(=O)N3CCOCC3)cc12	-3	2	/	0	15	-3	/
COc1ccc(S(=O)(=O)N(C)C[C@H]2Oc3c(NC(=O)c4ccc(-c5nccs5)cc4)cccc3C(=O)N([C@H](C)CO)C[C@@H]2C)cc1	6	-1	-2.6	0	1[16.7 µM]	4	?
CN(CC(=O)NC1CCCC1)S(=O)(=O)c1cnc[nH]1	1	-4	0.0	-2	/	-3	9
CC(NC(=O)COC(=O)c1cc2ccccc2cc1O)c1ccccc1 (configuration not stated)	-1	0	-4.3	1	-7	-3	-3
Cc1ccc(NNc2c(C)nc3ccccc3nc2=O)cc1	2	4	-2.5	0	5	0	-6
COc1ccc(CN(C)C[C@@H]2Oc3ccc(NC(=O)Nc4c(C)noc4C)cc3CC(=O)N([C@@H](C)CO)C[C@@H]2C)cc1	-5	0	-2.9	0	-11[16.7 µM]	-1	-2
C/C=C/c1cnc2c(c1)C(=O)N([C@H](C)CO)C[C@H](C)[C@H](CN(C)C(=O)NCCC)O2	-5	3	-2.3	3	5[16.7 µM]	-2	9
O=C(O)c1ccc(/C=N/Nc2ccc(Cl)nn2)cc1	0	0	-1.6	3	-9	/	?

Some values from the results shown.
Entry of `CC(NC(=O)COC(=O)c1cc2ccccc2cc1O)c1ccccc1` (configuration not stated) under ERAP1 HTS inh: 1
Entry of `O=C(O)c1ccc(/C=N/Nc2ccc(Cl)nn2)cc1` under F508del corr: -1.6
Entry of `CC(C)c1cn(CC[C@@H]2CC[C@@H](NC(=O)C3CCCCC3)[C@H](CO)O2)nn1` under F508del corr: -0.5
Entry of `C/C=C/c1cnc2c(c1)C(=O)N([C@H](C)CO)C[C@H](C)[C@H](CN(C)C(=O)NCCC)O2` under SIRT5 block: -2

The list goes on.
SMILES	ERp5 inh	Casp6 inh	F508del corr	ERAP1 HTS inh	miR122 inh	SIRT5 block	DENV2 CPE rescue
C=CCC[C@@H](Cc1ccc(F)cc1)C(=O)OC[C@H](C)NC(=O)[C@@H](CC=C)CC(=O)N(CCO)Cc1ccccc1	1	1	-2.5	0	/	1	-10
Cc1ccccc1NC(=O)CCc1c(C)nn(-c2ccc(N3CCOCC3)nn2)c1C	6	4	-1.5	-3	1	-5	9
CC(NC(=O)Cn1cccc1)c1ccccc1 (configuration not stated)	1	1	-2.3	-1	-1	-2	-3
O=C(CCCN=C1NS(=O)(=O)c2ccccc21)Nc1ccc(Cl)cc1	-4	0	0.7	-1	/	0	-3
Cc1cc(NC(=O)CN(C)CC(=O)Nc2ccc(Cl)c(C(F)(F)F)c2)no1	-14	6	-4.4	3	/	-2	6
CC(=O)NCc1ccc(S(=O)(=O)NC2CCN(Cc3ccccc3)CC2)cc1	3	-6	-2.7	-3	/	1	0
C[C@@H](C(=O)Nc1cccc(S(=O)(=O)N2CCOCC2)c1)N1C(=O)C2CC=CCC2C1=O (some centres not stated)	2	4	-2.0	-2	-1	-1	-4
Cc1onc(-c2ccccc2Cl)c1C(=O)N(C)Cc1ccccc1	1	-1	0.0	1	1	-2	7
Fc1ccccc1N1CCN(C(c2ccnc3ccccc23)c2nnnn2-c2ccc3c(c2)OCCO3)CC1 (configuration not stated)	0	4	-2.8	2	/	-5	-4
C[C@H]1CCCCO[C@H](CN(C)Cc2ccc3c(c2)OCO3)[C@@H](C)CN([C@@H](C)CO)C(=O)c2cc(NC(=O)Nc3ccc(F)cc3)ccc2O1	-1	0	1.2	0	13[16.7 µM]	14	0
Cc1ccc(-c2csc(NC(=O)c3ccc(Br)cc3)c2C(=O)O)cc1	3	8	0.3	2	/	-3	5
COc1ccc(-c2cc(C(=O)NCC(c3ccccc3)N(C)C)c3ccccc3n2)cc1OC (configuration not stated)	4	-3	2.6	20	/	1	?
CCCOc1ccc(C2CC(=O)NC2=O)cc1 (configuration not stated)	0	1	1.3	-1	-1	-1	3
O=Cc1ccc(N2CCCC2)c([N+](=O)[O-])c1	-10	2	-1.5	-2	1	3	1
CCC(=O)NNC(=O)CCC(=O)Nc1ccc(C)cc1C	0	-3	3.7	-5	/	-2	-2
C[C@H](CO)N1C[C@H](C)[C@@H](CN(C)Cc2ccc(-c3ccccc3)cc2)Oc2cc(C#CC(C)(C)O)ccc2S1(=O)=O	3	-2	-3.9	4	-19[16.7 µM]	-3	?
COc1cccc(C(=O)N2CCC(n3nccc3NC(=O)C3CCOC3)CC2)c1 (configuration not stated)	-9	2	-0.6	-3	/	-4	-12
O=S(=O)(c1ccc(SCc2ccccc2)nc1)N1CCCCC1	3	-2	-3.3	0	-3	-3	-10
CCc1nc2ccc(C(=O)N3CCN(c4ccccc4)CC3)cc2nc1CC	4	1	-0.3	1	/	1	?
Cc1ccc(S(=O)(=O)N(C)C[C@@H]2Oc3cc(C4=CCCC4)ccc3S(=O)(=O)N([C@H](C)CO)C[C@@H]2C)cc1	2	1	3.8	-4	-13[16.7 µM]	-2	13
C[C@H]1CN([C@@H](C)CO)S(=O)(=O)c2ccc(C#Cc3ccc(F)cc3)cc2O[C@H]1CN(C)C(=O)CN(C)C	1	0	-3.3	2	-11[16.7 µM]	-3	3
CC1CN(C(=O)c2cccn(Cc3c(Cl)cccc3Cl)c2=O)CC(C)O1 (configuration not stated)	-3	3	-0.3	0	/	6	5
Cc1ccccc1NC(=O)c1ccc2nccnc2c1	4	2	2.9	-3	/	0	1
Cc1cccc(OCC(=O)Nc2ccncc2)c1	-3	0	0.0	3	/	-1	8
CC(=O)Nc1ccc(-c2csc(NC(C)c3ccccc3)n2)cc1 (configuration not stated)	2	0	4.2	-7	/	0	-2
COc1cc(CN2CCCC(C(=O)N3CCc4ccccc4C3)C2)cc(OC)c1OC (configuration not stated)	3	-6	0.4	-5	6	-2	5
CC(=O)c1ccc(S(=O)(=O)N(CCCO)Cc2cc3cc4c(cc3[nH]c2=O)OCCO4)cc1	-7	0	2.0	-2	/	-1	0
